From PubChem
D2 agonist – HTS Assay for Allosteric Agonists of the Human D2 Dopamine Receptor: Primary Screen for Agonists. activation, % at 2 µM. AID 485358, 2010. HEK293 T-REx D2 cells, calcium flux agonist mode. 340,000 tested, 0.53% active. D(2) dopamine receptor (Homo sapiens), P14416;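 active = activation over 3 SD above normal in the single-dose calcium agonist read, cut at about 30% in these data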; also: 0% is about no effect
Target sequence (P14416 whole entry, looked up): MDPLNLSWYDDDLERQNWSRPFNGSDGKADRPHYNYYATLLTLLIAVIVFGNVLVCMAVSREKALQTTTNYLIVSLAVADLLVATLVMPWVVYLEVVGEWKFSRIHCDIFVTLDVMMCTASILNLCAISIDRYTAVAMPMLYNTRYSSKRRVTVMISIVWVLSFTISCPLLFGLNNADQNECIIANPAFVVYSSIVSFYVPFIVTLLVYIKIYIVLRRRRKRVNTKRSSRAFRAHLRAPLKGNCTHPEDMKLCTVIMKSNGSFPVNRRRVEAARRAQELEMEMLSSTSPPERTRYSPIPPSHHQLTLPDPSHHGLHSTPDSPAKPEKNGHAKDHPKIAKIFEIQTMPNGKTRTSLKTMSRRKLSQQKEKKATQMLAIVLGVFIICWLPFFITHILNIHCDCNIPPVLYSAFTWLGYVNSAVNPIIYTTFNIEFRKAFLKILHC
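Tetracycline-induced HEK293 T-REx cells with force-coupled D2 receptor, plated overnight at 30 C, loaded with no-wash calcium dye. After a 10 s baseline, compound was pin-added and calcium flux read kinetically for 180 s; calcium rises flagged agonists.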
D1 ag – Allosteric Agonists of the Human D1 Dopamine Receptor: qHTS | D(1A) dopamine receptor (Homo sapiens), P21728 | activation, % at 2 µM | HEK293 T-REx D1 cells, calcium flux, agonist mode | 360,000 tested, 1% active; also: 0% is about no effect
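Inducible HEK293 T-REx D1 cells, force-coupled to calcium signalling, were plated at 4000 cells/well with tetracycline and held overnight at 30 C. After no-wash calcium dye loading, compound-evoked calcium rise over 180 s flagged agonists.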
D1 antagonist – Antagonist of Human D 1 Dopamine Receptor: qHTS. D(1A) dopamine receptor (Homo sapiens), P21728. AID 504652, 2011. HEK293 TREx D1 cells, calcium flux, dopamine EC80; active compounds read low. 360,000 tested, 3.2% active. activity change, negative = inhibition, % at 10 µM; in the data active = activity change below about -30%; also: % is scaled to controls: 0 for no effect and ±100 for the full control effect
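Compound effects on dopamine-evoked calcium signalling were measured in tetracycline-induced HEK293 Trex D1 cells. Dopamine at EC80 followed a 180 s compound pre-read, and fluorescence was tracked kinetically for 180 s more.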
RXFP1 antag – qHTS Assay for Antagonists of the Relaxin Receptor RXFP1 | activity change, negative = inhibition, % at 57.5 µM | Relaxin receptor 1 (Homo sapiens), Q9HBX9 | 350,000 tested, 0.59% active | AID 1259400, 2018 | HEK293-RXFP1, relaxin-stimulated cAMP HTRF, 30 min; active compounds read low;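 active = activity change of -60% or lower, but not beyond a set lower limit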; also: % is scaled to controls: 0 for no effect and ±100 for the full control effect
D2 antagonist – HTS Assay for Allosteric Antagonists of the Human D2 Dopamine Receptor: Primary Screen for Antagonists; D(2) dopamine receptor (Homo sapiens), P14416; HEK293 TREx D2 cells, calcium flux, dopamine EC80; inhibition, % at 10 µM; 340,000 tested, 2% active; AID 485344, 2010; in the data active = inhibition above about 30%; also: 0% is about no effect
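In this primary screen, negative modulation is detected by tracking calcium flux after an EC80 dopamine challenge in inducible HEK293 T-REx D2 cells preexposed to test compound for 180 s.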
D1 potentiator – Potentiators of Human D1 Dopamine Receptor: qHTS. 360,000 tested, 0.036% active. D(1A) dopamine receptor (Homo sapiens), P21728. HEK293 TREx D1 cells, calcium flux, dopamine EC20 potentiation. potentiation, % at 10 µM; in the data active = potentiation above about 30%; also: 0% is about no effect
D2 potentiator – HTS Assay for Positive Allosteric Modulators of the Human D2 Dopamine Receptor: Primary Screen for Potentiators. potentiation, % at 10 µM. 340,000 tested, 0.34% active. HEK293 T-REx D2, calcium flux, EC20 dopamine potentiation. D(2) dopamine receptor (Homo sapiens), P14416;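 active = potentiation over 3 SD above the plate norm, cut at about 30% in these data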; also: 0% is about no effect
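Potentiation of an EC20 dopamine calcium response measured kinetically over 180 s, after a preceding 180 s compound-only read flagging agonists. Cells: inducible Hek293 Trex D2 line, 4000/well, cultured overnight at 30 C before dye loading.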
TRHR agonist – qHTS for Small Molecule Agonists and Allosteric Enhancers of Human TRH Receptor: Primary Screen for Agonists; Thyrotropin-releasing hormone receptor (Homo sapiens), P34981; TRHR cells, calcium flux fluo-8, FDSS agonist mode; activation, % at 2 µM; 360,000 tested, 0.18% active; AID 493084, 2011; also: 0% is about no effect
Target sequence (P34981 whole entry, looked up): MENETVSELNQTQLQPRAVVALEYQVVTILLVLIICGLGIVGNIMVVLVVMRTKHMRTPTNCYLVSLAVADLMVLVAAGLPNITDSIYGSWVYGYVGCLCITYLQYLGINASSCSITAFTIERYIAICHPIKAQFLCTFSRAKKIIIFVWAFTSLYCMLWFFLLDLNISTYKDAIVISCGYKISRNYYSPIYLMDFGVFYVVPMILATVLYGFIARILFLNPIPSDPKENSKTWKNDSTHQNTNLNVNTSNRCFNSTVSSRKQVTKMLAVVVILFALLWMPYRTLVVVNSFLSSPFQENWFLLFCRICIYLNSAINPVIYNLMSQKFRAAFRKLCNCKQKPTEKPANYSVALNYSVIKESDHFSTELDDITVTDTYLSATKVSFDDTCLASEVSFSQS
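In this calcium-flux screen, cells bearing human TRHR are dye-loaded with fluo-8, baselined for 10 cycles, then exposed to library compounds; positive kinetic calcium responses during the agonist phase mark hits, with TRH as control.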
TRHR enhancer – qHTS for Small Molecule Agonists and Allosteric Enhancers of Human TRH Receptor: Primary Screen for Enhancers; TRHR cells, fluo-8 calcium fluorescence, EC20 TRH enhancement; 360,000 tested, 0.66% active; enhancement, % at 2 µM; AID 493056, 2011; in the data active = enhancement above about 30%; also: 0% is about no effect
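Enhancer read-out: after compound pinning and an initial kinetic agonist-mode read, an EC20 of TRH (10 nM final) was injected and fluo-8 calcium signal (Ex 480/Em 530) followed at 1 s/cycle for 100 cycles in TRHR-expressing cells.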
* marks the source's active call; other numbers are inactive results; x = no result given; & = joins results of further samples; ! = not confirmed by another sample. Rule as the data show it, unless noted: active = activation above about 30%; inactive = the rest.

structure	D2 agonist	D1 ag	D1 antagonist	RXFP1 antag	D2 antagonist	D1 potentiator	D2 potentiator	TRHR agonist	TRHR enhancer
CCOc1ccc(C(=O)N2CCC(c3noc(-c4ccc(S(=O)(=O)N5CCCC5)cc4)n3)CC2)cc1	x	3	-18	-32	x	2	5	4.5	4
COc1ccc(N2C(=O)CS(=O)(=O)C23C(=O)N(Cc2cccc(F)c2)c2ccccc23)cc1OC (configuration not stated)	-0.6	4	-9	x	x	1	-3	-0.7	7
Cc1nc(NC(=O)CSc2nccn2C)sc1C(=O)N(C)C	-0.7	4	13	-6	5	2	16	0.8	7
O=C(N/N=C/c1c[nH]c2ccccc12)c1cccs1	0.6	0	2	-10	4	-3	-9	0.2	1
CC(C)CCOCC(=O)Oc1ccccc1C(=O)O	0.1	3	-10	-13	-2	-1	7	0.5	30*
O=C(CS(=O)(=O)c1ccccc1)Nc1ccc(S(=O)(=O)Nc2ccccn2)cc1	0.8	1	-14	4	12	-1	9	0.2	3
Cc1ccc(C(c2nnnn2Cc2ccccc2)N2CCN(Cc3ccccc3)CC2)cc1 (configuration not stated)	0.6	5	-10	-3	-12	16	-10	0.7	2
O=C(c1cc(Br)c(Br)s1)N1CCOCC1	-0.2	3	-13	-1	-1	0	13	-0.5	8

The final 2 entries of the part before lead into the next:
structure	D2 agonist	D1 ag	D1 antagonist	RXFP1 antag	D2 antagonist	D1 potentiator	D2 potentiator	TRHR agonist	TRHR enhancer
Cc1ccc(C(c2nnnn2Cc2ccccc2)N2CCN(Cc3ccccc3)CC2)cc1 (configuration not stated)	0.6	5	-10	-3	-12	16	-10	0.7	2
O=C(c1cc(Br)c(Br)s1)N1CCOCC1	-0.2	3	-13	-1	-1	0	13	-0.5	8
O=c1[nH]cnc2c1N1CCC2CC1	-1.0	0	14	-7	3	5	-2	-1.1	17
O=C(CCc1nc2ccccc2[nH]c1=O)N/N=C/c1ccccc1	-0.3	2	30	-5	4	-1	10	0.0	9
O=C(Nc1cccc(C(F)(F)F)c1)N1CC2CCCN2c2ccccc21 (configuration not stated)	-0.1	1	22	-16	x	-3	14	0.4	-3
Cc1cccc(N2CCN(C(=O)c3cc4c(=O)n(C)c5ccccc5c4s3)CC2C)c1 (configuration not stated)	0.6	-1	-14	-1	x	-1	-4	-0.4	-2
COc1ccc(N2CCN(C(=O)C3CCN(C(=O)c4ccc([N+](=O)[O-])cc4)CC3)CC2)cc1	-0.1	2	-2	4	-11	7	6	-0.6	-4
Cc1ccc(S(=O)(=O)N(C)CC(=O)OCC(=O)N2CC(=O)Nc3ccccc32)cc1	-0.8	-1	2	-6	37*	3	5	0.8	-3
C[C@@H]1CCC[C@@]2(O[C@H](CCO)C[C@@H](O)[C@@H]2O)O1	-0.9	0	6	x	-5	-4	2	-0.1	-7
O=C(CCn1ccc2cc(S(=O)(=O)N3CCCC3)ccc21)NCc1cccc(F)c1	-0.2&0.0	1&5	-33*!	5&-5	-8	0&-1	1&-5	-1.4&0.3	-12&-7
COc1ccc(NC(=S)NC(C)C(c2ccccc2)N2CCOCC2)cc1 (configuration not stated)	0.4	1	33	11	-5	-4	3	-1.2	10
Cc1cc(-c2nnc(SCC(=O)Nc3ccc(F)cc3F)n2N)n[nH]1	1.1	5	4	23	-20	-14	-17	0.4	-6
CCOC(=O)Cc1csc(NC(=O)c2ccoc2C)n1	-0.8	4	0	14	-11	-10	-2	-0.7	2
CC(C)c1nc(SCC(=O)N2c3ccccc3CC2C)c2ccccc2n1 (configuration not stated)	-0.6	4	2	-15	-16	4	6	-0.4	1
COc1ccc(OC)c(NC(=O)c2ccc(CN3CCc4ccccc4C3)cc2)c1	0.1	1	-1	-7	41*	-2	-20	-0.2	0
NC(=NCCc1c[nH]c2ccccc12)NS(=O)(=O)c1cc(F)ccc1F	-2.0	0	-17	0	-10	-11	-5	-0.4	-2
Cc1c(OCC(=O)NCC2CCC(C(=O)NCCCO)CC2)ccc2c(-c3ccccc3)cc(=O)oc12 (configuration not stated)	-0.1	1	-23	9	-2	0	-3	-0.4	-4
CC(C)(C)C(=O)Nc1c2c(nn1-c1ccccc1)CSC2	-0.8	2	1	-11	-11	-3	-11	0.6	6
CCc1cccc(NC(=O)C2CCN(S(=O)(=O)c3ccc4c(c3)NC(=O)CO4)CC2)c1	-0.3	1	12	6	30*	1	-25	-0.4	2
Cc1ccc(Cn2c(=O)n(CCc3ccccc3)c(=O)c3sc4ccccc4c32)cc1	0.7	2	-5	x	x	-2	-2	2.0	-7
Cc1cccn2c(=O)c(/C=C(\C#N)S(=O)(=O)c3ccccc3)c(N3CCN(C)CC3)nc12	-0.1	3	-10	-8	13	-6	1	-0.4	-9
O=C(CSc1nnc(-c2ccc(F)cc2)c2ccccc12)Nc1c(F)cccc1F	-1.4	2	-19	14	13	-9	10	-0.3	-5
COc1cc(O)c(CCC(=O)c2cc(OC)c(OC)c(OC)c2)c(OC)c1	0.0	6	-15	5	2	-9	8	-0.3	-8
C/C(=N\NC(=O)c1ccc(F)cc1)c1ccc(NC(=O)Cc2ccccc2)cc1	x	1	1	-13	x	-1	x	0.8	5
Cc1cc(=O)[nH]c(N/N=C/c2ccc(N(C)C)cc2)n1	0.7	3	9	-1	3	-1	-1	0.4	-1
CC1CN(c2ccc(Cl)cc2)c2nc3c(c(=O)n(CC(=O)O)c(=O)n3C)n2C1 (configuration not stated)	0.0	-1	-8	x	x	4	-7	-1.3	-1

Only TRHR agonist, RXFP1 antag and D2 antagonist (five entries from above):
| Compound | TRHR agonist | RXFP1 antag | D2 antagonist |
| --- | --- | --- | --- |
| O=C(CSc1nnc(-c2ccc(F)cc2)c2ccccc12)Nc1c(F)cccc1F | -0.3 | 14 | 13 |
| COc1cc(O)c(CCC(=O)c2cc(OC)c(OC)c(OC)c2)c(OC)c1 | -0.3 | 5 | 2 |
| C/C(=N\NC(=O)c1ccc(F)cc1)c1ccc(NC(=O)Cc2ccccc2)cc1 | 0.8 | -13 | x |
| Cc1cc(=O)[nH]c(N/N=C/c2ccc(N(C)C)cc2)n1 | 0.4 | -1 | 3 |
| CC1CN(c2ccc(Cl)cc2)c2nc3c(c(=O)n(CC(=O)O)c(=O)n3C)n2C1 (configuration not stated) | -1.3 | x | x |

(continued)
structure	D2 agonist	D1 ag	D1 antagonist	RXFP1 antag	D2 antagonist	D1 potentiator	D2 potentiator	TRHR agonist	TRHR enhancer
CCCC(C)NC(=O)CSc1nnc2ccccn12 (configuration not stated)	2.8	3	-3	0	0	-8	2	1.1	-2
CCOC(=O)N1CCC(N2C(=O)c3ccc(C(=O)NCc4ccco4)cc3C2=O)CC1	-0.6	3	-9	-1	9	3	-10	-0.4	-5
O=C(CCC1CCCC1)Nc1ccon1	-0.2	-1	1	2	4	1	-2	0.0	4
CCCN(CC(=O)Nc1ccc(F)c(F)c1F)C(=O)c1ccc2c(=O)n3c(nc2c1)CCC3	0.4	0	0	6	0	-1	4	0.0	-3
C1=C(c2ccccc2)Nc2nnnn2C1	-1.7	8	3	12	-18	-3	-11	0.9	0
CC(=O)Nc1ccc(N(C(=O)Cn2nnc3ccccc32)C(C(=O)NC2CCCC2)c2ccc(O)c(O)c2)cc1 (configuration not stated)	-0.6	2	-3	7	-6	-6	0	-1.7	-9
O=C1c2cccc3cccc(c23)C(=O)N1CCN1CCN(C(=S)Nc2ccc(Cl)cc2)CC1	0.0	0	5	15	-2	-6	-5	0.3	2
CCOc1ccc(CCNC(=O)CCS(=O)(=O)c2ccc(C)cc2)cc1OCC	-0.6	2	10	0	-11	1	1	-0.3	-8
CCOc1ccc(-c2cc3nc(C4CCN(C(=O)OC(C)(C)C)CC4)c(C(=O)Nc4cccc(C(F)(F)F)c4)cn3n2)cc1	-0.3	8	-19	-14	x	0	-5	0.6	13
Cc1c(C)c2ccc(OC3CCCCC3=O)cc2oc1=O (configuration not stated)	0.0	3	6	-8	-24	1	-3	-0.5	-4
O=C(Nc1ncc(Cc2ccccc2Cl)s1)C1CCCO1 (configuration not stated)	0.8	1	6	-20	-1	4	-2	0.2	-2
COc1ccc(NC(=O)C23CC4CC(C2)CC(n2cnc(Br)n2)(C4)C3)cc1OC	0.1	2	-1	8	10	-5	4	-0.1	5
COc1cccc(-c2nnc(SCC(=O)NC3CCCCC3)o2)c1	-0.4	0	-1	6	x	-3	-4	-1.7	-5
Cc1ccc(N(C(=O)c2csnn2)C(C(=O)NC2CCCCC2)c2cccnc2)cc1 (configuration not stated)	-1.3	2	18	-16	-3	x	4	0.2	1
Cc1ccc2cc(CCNC(=O)c3cccc([N+](=O)[O-])c3)c(=O)[nH]c2c1	-1.5	1	-15	0	-1	4	-28	0.0	-4
Cc1onc(-c2ccccc2Cl)c1C(=O)Nc1sc2c(c1C#N)CCC2	-0.4	5	-6	15	-11	-6	10	0.0	5
COc1ccc(C(=O)Nc2ccc3ccccc3c2)cc1OC	0.1	3	32	22	11	1	-21	0.2	6
CCn1c2ccc(C)cc2c2nnc(SCCN3CCOCC3)nc21	1.0	1	16	-12	-3	1	10	2.0	11
O=S(=O)(c1c(F)cccc1F)N1CCN(C(=S)NCc2ccc3c(c2)OCO3)CC1	5.3	6	-13	14	20	-9	8	1.1	-5
COCCN(CC(=O)NC1CCCCC1)C(=O)c1csnn1	0.6	0	-9	5	-25	1	-4	0.4	-5
CCN(C(=O)CN1CCN(C)CC1)c1c(N)n(Cc2ccccc2)c(=O)[nH]c1=O	1.2	6	11	-2	10	x	3	0.0	1
CC(=O)c1ccc(N2CCN(C(=O)c3cc4c(s3)CCCC4)CC2)cc1	-0.5	3	-35*	-10	18	-6	-26	-1.3	-8
COCCN(C(=O)COC(=O)/C=C/c1cccc(OC)c1)c1c(N)n(CC(C)C)c(=O)[nH]c1=O	-1.4	2	-4	-6	5	-2	14	-1.4	-5
CCCn1c(CCC(=O)O)nc2cc(S(=O)(=O)N3CCCC3)ccc21	1.2	2	5	-4	-1	-1	1	0.4	-5
CCCCc1c(C)c2ccc(OCC(C)=O)cc2oc1=O	-0.3	1	15	-4	-8	2	5	-2.7	5
CCN(C(=O)CSc1nc2ccccc2nc1Cc1cccc(OC)c1)c1cccc(C)c1	1.4	21	-6	-25	x	-1	16	1.8	-3
